HIF-2a block – HIF-2a inhibition | 786-0 RCC cells HIF-2a reporter, luciferase luminescence, overnight | inhibition, % at 18.8 µM | hit rate 0.72% among 360,000;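 active = inhibition of the luminescence signal of 40% or more relative to plate controls, in a single-dose primary screen at 18.75 µM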
NR2E3 ag-1 – activates human NR2E3 receptor. hit rate 0.35% among 360,000. CHO-S Gal4-NCOR/VP16-NR2E3 two-hybrid, luciferase. inhibition of corepressor binding, % at 3.98 µM. AID 602229. Q9Y5X4;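 active = inhibition above the mean of all tested compounds plus 3 SD, cut at about 70% in these data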;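 also: 0% = DMSO with NR2E3 transfected cells and 100% = cells lacking NR2E3 construct; higher means lower luciferase signal from less NR2E3 corepressor binding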
Target sequence (Q9Y5X4 whole entry, looked up, the tested form may be a part): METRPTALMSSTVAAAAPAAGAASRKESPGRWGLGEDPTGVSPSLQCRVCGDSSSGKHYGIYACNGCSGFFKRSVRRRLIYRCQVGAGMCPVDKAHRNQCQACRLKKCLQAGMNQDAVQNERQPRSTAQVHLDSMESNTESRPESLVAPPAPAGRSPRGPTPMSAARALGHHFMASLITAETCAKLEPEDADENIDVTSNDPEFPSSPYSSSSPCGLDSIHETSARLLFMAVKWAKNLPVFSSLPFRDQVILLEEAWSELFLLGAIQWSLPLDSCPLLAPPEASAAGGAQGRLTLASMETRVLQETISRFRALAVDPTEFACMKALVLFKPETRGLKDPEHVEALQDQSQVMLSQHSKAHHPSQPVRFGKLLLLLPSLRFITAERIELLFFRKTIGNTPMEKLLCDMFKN
CF NFkB inh – cystic fibrosis NF-kB activation inhibition. hit rate 0.86% among 360,000. KKLEB NF-kB-GFP reporter, PAF-induced, GFP fluorescence overnight. inhibition, % at 5 µM;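 active = at least 50% inhibition at 5 µM, scaled per plate between neutral and stimulator controls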;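 also: PAF is a Pseudomonas aeruginosa culture filtrate used as stimulus; plate controls were PAF-stimulated DMSO wells for no effect and unstimulated DMSO wells for full effect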
Shn3 inh set2 – inhibitors of Schnurri-3 3'UTR reporter in osteoblasts; Clone20 osteoblast Shn3 3'UTR firefly luciferase, 24 h; inhibition, % at 12.5 µM; hit rate 0.52% among 360,000;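 active = mean inhibition of at least 75% with every replicate also reaching 75%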;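 also: 0% = median of neutral control wells and 100% = pilot-screen positive control compound; some compounds past the cut are filed as inactive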
iPSC survival up – increases survival of single human iPS cells. hiPSC single-cell survival, ATPlite luminescence; 100% = ROCK inhibitor wells, 0% = DMSO. survival enhancement, % at 20 µM. hit rate 0.044% among 360,000. AID 602274; in the data active = survival enhancement above about 18%;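 also: cells exposed to compounds for 16 hours before the ATP read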
EBV LMP1 NFkB – reduces LMP1-driven NF-kappaB luciferase signal | AID 504558 | LMP1-induced NF-kappaB luciferase reporter cells, luminescence | hit rate 0.69% among 350,000 | inhibition, % at 12.5 µM; in the data active = inhibition above about 41%;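 also: 0% = neutral control wells and 100% = reference inhibitor control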
KKLEB cytotox – CF airway cell cytotoxicity counter-screen. KKLEB CF airway cells viability, ATPlite luminescence, overnight; stronger effect = lower value; cells stimulated with P. aeruginosa culture filtrate. activity change (cytotoxicity), % at 5 µM. hit rate 0.36% among 360,000. AID 602141;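 active = corrected activity change at or below -50% at 5 µM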
Peg3 prom inh – inhibitors of Peg3 promoter | HeLa PEG-Prom luciferase reporter, luminescence, overnight | inhibition, % at 20 µM | hit rate 1.7% among 360,000 | AID 588405;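 active = inhibition of at least 50% at 20 µM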
C8 TRAIL sens – caspase-8 TRAIL sensitization; AID 624354; hit rate 1% among 360,000; NB7+C8 cells + TRAIL, ATPlite viability luminescence; inhibition (viability loss, TRAIL sensitization), % at 10 µM;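 active = compounds causing at least 50% loss of cell viability in the single-dose screen, relative to plate controls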
TRPM1 prom inh – reduces MITF-dependent TRPM1 promoter luciferase signal; inhibition, % at 12.5 µM; SK-MEL-5 TRPM1 promoter luciferase, 24 h; hit rate 0.83% among 330,000;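 active = mean inhibition across replicates of 60% or more, whatever share of single replicates reaches that level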; also: values of inactives mirror those of a sister screen read the other way
NR2E3 ag-2 – NR2E3 (human) agonism; GST-NR2E3/biotin-RetCOR TR-FRET, 1536-well; inhibition of corepressor binding, % at 4.78 µM; hit rate 0.12% among 320,000; AID 2300;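 active = percent inhibition above the cutoff of mean plus 3 SD of all tested compounds, set per screening campaign, cut at about 20% in these data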;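 also: 0% = DMSO wells and 100% = biotin wells as full block of FRET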
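Assay system: NR2E3–RetCOR corepressor complex. Quantity: 1.35 nM GST-NR2E3. Buffer or medium: pH 7.5 Tris-based buffer. Reagent: biotinylated RetCOR corepressor at 7 nM final. Schedule: 5 h at 4 °C. Detection: TR-FRET, emission read at 617 and 671 nm. Replicates: one well per compound, singlicate testing.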
The depositor's hits bear a star; x = no result given.

SMILES	HIF-2a block	NR2E3 ag-1	CF NFkB inh	Shn3 inh set2	iPSC survival up	EBV LMP1 NFkB	KKLEB cytotox	Peg3 prom inh	C8 TRAIL sens	TRPM1 prom inh	NR2E3 ag-2
C[C@@]12C(=O)N(Cc3ccccc3)CC(=O)N1[C@H]1c3ccccc3OC[C@@H]1[C@@H]2c1ccccc1	26	2	8	7	-4.3	2	-17	5	-7	-12	-1
Cc1nn(C)c(C(=O)N/N=C/c2cccc(Oc3ccccc3)c2)c1Br	9	6	28	-9	-0.3	9	-14	12	6	-2	-2
Cc1cc(N2CCOCC2)nc2ccc(NC(=O)CCC(=O)N3CCN(c4ccc(F)cc4)CC3)cc12	-86	-14	-24	-5	-0.5	-6	4	-138	17	-10	-1
Cc1csc(SCC(=O)Nc2cc(S(=O)(=O)N3CCCC3)ccc2Cl)n1	3	-6	-9	2	4.0	-4	-14	15	2	7	3
CC1CCN(S(=O)(=O)N2CCC(C(=O)O)CC2)CC1	2	-5	2	14	3.0	-1	6	5	-4	-1	2
CCOc1ccc(C(CC(=O)O)NC(=O)c2sc3ccccc3c2Cl)cc1 (stereo unspecified)	20	0	15	6	1.5	51*	-11	18	-7	-28	9
O=C(C=Cc1ccccc1)c1c[nH]c2ccccc2c1=O	-18	-13	40	-24	-4.8	-12	-18	97*	24	46	x
O=C(Nc1ccc(F)cc1F)c1c(C(F)(F)F)ccnc1Oc1cccc(C(F)(F)F)c1	16	-10	6	6	0.9	5	-1	-2	3	3	-3
C=Cn1cc[n+](CC(=O)c2ccc(OC)cc2)c1	20	11	0	6	-0.9	-3	-9	0	3	4	0
COc1cccc(C(=O)C2CCCN(C/C=C/c3ccccc3OC)C2)c1 (stereo unspecified)	11	-23	-12	0	-0.5	4	15	10	-6	5	3
COc1ccc(CCC(=O)Nc2ccc(C)c(S(=O)(=O)N(C)C)c2)cc1OC	6	-4	-7	42	1.3	23	-9	13	18	7	-1
CCN1CCN(C(c2cccs2)C(C)NC(=S)Nc2cc(C)ccc2C)CC1 (stereo unspecified)	19	-14	4	6	0.3	-7	4	11	-4	-1	-1
O=C(COC(=O)c1nn(-c2ccccc2)c(=O)c2ccccc12)NC1CCS(=O)(=O)C1 (stereo unspecified)	13	-10	-14	8	-0.4	3	6	8	-4	3	3
COc1ccc(OCC(=O)Nc2cc3oc4ccccc4c3cc2OC)cc1	5	5	40	-6	3.1	-8	-47	4	6	-7	0
NC(=O)C1=C[C@@H](c2coc3ccccc3c2=O)C[C@@H](OCc2ccc(CO)cc2)O1	-11	-30	2	-17	-2.3	-12	-3	11	4	4	-1
O=C(CCN1C(=O)S/C(=C\c2cccs2)C1=O)Nc1nccs1	2	-44	-8	-21	0.0	-5	2	-3	7	-27	1
CCNc1nc(SC(C)C(=O)OC)nc(N2CCOCC2)n1 (stereo unspecified)	0	-5	4	0	-2.4	-2	-12	-12	-11	6	5
CSc1nc(C)c2c(n1)N(c1ccc(O)cc1)CC2	-2	27	7	19	-0.7	-7	-13	-7	-1	0	0
O=C(COC(=O)Cc1c(F)cccc1Cl)NCCC1=CCCCC1	4	-17	13	-20	0.4	-6	6	6	-6	6	0
COc1ccc(CC(C)N2CCN(c3ccccc3OC)CC2)cc1OC (stereo unspecified)	3	-45	18	18	-0.6	16	-16	-5	15	-6	4
CCOc1ccc(NC(=O)c2ccccc2OCC(=O)c2ccccc2)cc1	-185	-8	-18	8	-5.5	-4	-19	26	43	-74	-2
COc1cc(NC(=O)COC(=O)[C@@H]2CCCN2S(=O)(=O)c2ccc(Cl)cc2)cc(OC)c1OC	20	-10	-10	-6	-0.1	1	-4	7	-16	2	-1
COc1cc2c(cc1OC)CN(c1ccc(C(F)(F)F)cn1)CC2	-204	-51	-13	-51	-0.4	-21	-4	-87	15	-43	3
O=c1[nH]c(O)c(/C=C2\C=Nc3ccc(Br)cc32)[nH]1	-12	-3	-3	13	-0.2	-10	3	39	7	-3	3
Cc1occc1-c1n[nH]c(=S)n1C	12	-36	9	-4	-1.2	-12	5	0	-3	4	-1
CCOC(=O)C1=CCN(S(=O)(=O)c2ccc(F)cc2)C1c1ccc(Br)cc1 (stereo unspecified)	9	-16	-4	6	-0.8	x	-3	21	2	x	x
O=S(=O)(Nc1ccc(Cl)cn1)c1ccccc1	12	21	5	-2	2.7	7	6	14	-5	-37	-3
Cc1ccc(C(=O)NC(Cc2ccc(C(C)(C)C)cc2)C(=O)O)cc1 (stereo unspecified)	-6	10	0	-16	-1.2	2	1	-6	-6	-5	x
COc1ccc(OCCSc2nc(C)c(Cc3ccccc3)c(=O)[nH]2)cc1	16	-13	16	8	-1.3	14	-2	23	2	x	5
COC(=O)c1ccccc1NC(=O)NCc1ccncc1	17	-7	16	10	0.2	4	-6	0	3	0	2
COc1ccc(CN(Cc2cccnc2)S(=O)(=O)c2ccc(-n3cnnn3)c(OC)c2)cc1	4	-2	-6	24	-0.2	-1	3	4	-13	3	-1
CC#CCOC(=O)c1c(C)nc2sc3c(c2c1N)CCC(O)C3 (stereo unspecified)	-140	0	-34	36	1.5	-22	11	-123	11	-14	1
CC(=O)Nc1ccc(C(=O)OCc2ccc(Br)cc2)cc1	-58	-17	-3	1	-1.3	-6	-1	-18	-18	-3	2
COC(=O)[C@@]1(C)[C@H]2C(=O)N(Cc3ccccc3)C(=O)[C@H]2[C@H]2CN(C)C(=NC3CCCCC3)N21	-16	-9	0	-27	0.6	5	15	3	-7	-4	x
Cc1sc(NC(=O)CSc2nnc(C)c(=O)[nH]2)c(C#N)c1C	-5	-6	-6	11	-0.4	-1	-1	5	6	-3	4
CC(C)n1nc(C(=O)Nc2cccc(S(=O)(=O)N3CCOCC3)c2)c2ccccc2c1=O	27	10	-16	12	0.2	-2	8	15	-13	8	-2
O=C(OCC(=O)N1CCc2ccccc2C1)c1ccc(O)cc1	-33	-29	-8	-45	0.7	-7	11	-107	-28	x	x
CCN(CC)S(=O)(=O)c1ccc(C(=O)NCc2ccc3c(c2)cc(C)n3C)cc1	6	-5	-29	-14	-1.0	9	4	-2	-17	-7	5
COc1cc(C(=O)NCC(=O)OCC(=O)c2ccc[nH]2)cc(OC)c1OC	3	-11	-24	-19	1.1	-6	6	2	-8	9	-2
O=C(CSc1nnc(-c2cccs2)o1)OCc1ccccc1	-1	-9	-6	-7	2.5	-1	2	18	-10	10	3
OCCN1CCN(c2nc(-c3ccccc3)c3cc(Br)ccc3n2)CC1	3	-19	29	-12	0.9	4	-15	7	7	2	3
CC(C)c1ccc(CN(C(=O)/C=C/c2ccco2)C2CCS(=O)(=O)C2)cc1 (stereo unspecified)	13	-8	1	1	0.5	1	-7	11	8	2	0
CCc1ccc(S(=O)(=O)NCCc2csc(-c3cccnc3)n2)s1	14	11	15	2	1.7	-5	-5	13	-4	x	3
Cc1n[nH]c(=O)c2c(NC(=O)CSc3nnc(-c4ccco4)n3C)oc(C)c12	0	-2	-19	-4	-0.3	-12	-8	13	6	9	2
CC(=O)OCC(=O)[C@@]1(OC(C)=O)[C@@H](C)C[C@H]2[C@@H]3C[C@H](F)C4=CC(=O)C=C[C@]4(C)[C@@]3(F)[C@@H](O)C[C@@]21C	24	-4	77*	14	1.2	10	31	-5	12	-16	1

Four entries already listed, ordered by the number in Shn3 inh set2, low to high.
Compound	HIF-2a block	NR2E3 ag-1	CF NFkB inh	Shn3 inh set2	EBV LMP1 NFkB	Peg3 prom inh	TRPM1 prom inh	NR2E3 ag-2
O=C(OCC(=O)N1CCc2ccccc2C1)c1ccc(O)cc1	-33	-29	-8	-45	-7	-107	x	x
O=C(CSc1nnc(-c2cccs2)o1)OCc1ccccc1	-1	-9	-6	-7	-1	18	10	3
CC(C)n1nc(C(=O)Nc2cccc(S(=O)(=O)N3CCOCC3)c2)c2ccccc2c1=O	27	10	-16	12	-2	15	8	-2
COc1ccc(CN(Cc2cccnc2)S(=O)(=O)c2ccc(-n3cnnn3)c(OC)c2)cc1	4	-2	-6	24	-1	4	3	-1

Continued:
SMILES	HIF-2a block	NR2E3 ag-1	CF NFkB inh	Shn3 inh set2	iPSC survival up	EBV LMP1 NFkB	KKLEB cytotox	Peg3 prom inh	C8 TRAIL sens	TRPM1 prom inh	NR2E3 ag-2
CCSc1nnc(NC(=O)Cn2cnc3ccccc3c2=O)s1	15	-27	-9	-8	0.4	-1	7	0	-16	-8	0
COc1ccc(S(=O)(=O)N2CCCCC2)cc1NC(=O)CN1C(=O)NC(C)(C2CC2)C1=O (stereo unspecified)	7	-25	9	4	-3.3	4	-4	1	-9	-3	1
Cc1cc2c(cc1S(=O)(=O)CCC(=O)Nc1cccc(C(F)(F)F)c1)OCC(=O)N2	4	5	15	-10	-0.6	5	7	5	9	7	0
COc1cc(-c2nnc(-c3cc(-c4ccccc4)nc4ccccc34)o2)cc(OC)c1OC	10	-5	11	2	-0.2	8	-9	28	17	0	x
COCCN(CCOC)S(=O)(=O)c1ccc(/C(O)=C(\C#N)c2nc3ccccc3[nH]2)cc1	-34	-13	16	0	-0.2	-7	6	-34	8	-10	0
O=C(c1ccco1)N1CCN(C2CN(Cc3ccc([N+](=O)[O-])cc3)S(=O)(=O)C2)CC1 (stereo unspecified)	0	-5	-3	-37	-3.1	3	-7	5	11	x	x
O=C(CCCOc1ccc(Cl)cc1)N1CCOCC1	-23	0	-7	-12	4.7	-2	7	-25	-26	-18	2
O=C(Nc1ccc(S(=O)(=O)Nc2nccs2)cc1)c1ccccc1OC(F)F	15	-31	-9	-4	-3.9	-3	-7	6	-4	3	-1
COc1ccc(OCCNc2cc(Cl)ccc2[N+](=O)[O-])cc1	-52	4	11	-3	1.2	-9	12	-12	-14	-4	0
Cc1ccc(NC(=O)C2CCCN2S(=O)(=O)c2cccc3cccnc23)cc1F (stereo unspecified)	11	-17	-6	11	2.1	0	11	-4	-4	10	4
Cc1ccc(NCC(=O)N/N=C/c2ccncc2)cc1	10	1	-12	-1	0.2	-4	13	-6	-4	2	0
O=C(NCC(c1cccs1)N1CCOCC1)C1CCN(S(=O)(=O)c2ccccc2C(F)(F)F)CC1 (stereo unspecified)	2	12	5	15	-0.6	-6	0	9	-1	5	-1
COc1ccc([N+](=O)[O-])cc1CSc1nnc(NC(C)=O)s1	15	-8	15	5	0.1	0	-6	8	1	4	-2
O=C(Cc1ccccc1)Nc1ccc(NC(=S)NC(=O)c2ccccc2)cc1	-19	-19	0	20	0.3	-2	10	13	-9	-2	0
CN(CC(=O)OCC(=O)NC(=O)c1cccn1C)S(=O)(=O)c1ccc(Cl)cc1	12	-10	7	4	0.3	-7	1	-1	2	5	0
Cc1ccc(NC(=O)CNC(=O)c2ccc(C)o2)cc1	-13	-5	5	2	1.6	3	-14	4	10	-8	2
CCNS(=O)(=O)c1ccc(NC(=O)Cc2ccc(F)cc2)cc1	-6	-23	9	1	2.4	-4	-20	-6	-6	-3	2
Cc1nnc(N(C)C(=O)c2cnccn2)s1	12	6	3	4	0.6	-11	-3	-3	-3	-8	0

High-throughput results deposited in PubChem by several laboratories.

Some of the compounds tested; rates above refer to the full screens.
